Bioassay records: PubChem, Sanford-Burnham Center for Chemical Genomics
tim10-1 inh – growth inhibitors of tim10-1 mutant yeast, primary screen, luminescence, uHTS; S. cerevisiae tim10-1 ts strain growth, BacTiter-Glo, 24 h; 2.2% of 330,000 active; AID 463190, 2010; inhibition, % at 20 µM;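 active = inhibition of at least 40%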;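 also: mutant grown at 25 °C; 0% = DMSO wells with yeast and 100% = wells holding no yeast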
APJ agonist – agonists of human apelin receptor APJ, primary screen, CHO-K1 cells, PathHunter beta-arrestin, luminescence; 0% DMSO wells, 100% apelin; activation, % at 20 µM; 0.11% of 330,000 active;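 active = activation more than six SD over the plate average, tested at 20 µM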;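 also: 0% = DMSO alone and 100% = apelin-13 at 10 nM; some results filed as inactive read as strong as hits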
Target sequence (P35414 whole entry, looked up): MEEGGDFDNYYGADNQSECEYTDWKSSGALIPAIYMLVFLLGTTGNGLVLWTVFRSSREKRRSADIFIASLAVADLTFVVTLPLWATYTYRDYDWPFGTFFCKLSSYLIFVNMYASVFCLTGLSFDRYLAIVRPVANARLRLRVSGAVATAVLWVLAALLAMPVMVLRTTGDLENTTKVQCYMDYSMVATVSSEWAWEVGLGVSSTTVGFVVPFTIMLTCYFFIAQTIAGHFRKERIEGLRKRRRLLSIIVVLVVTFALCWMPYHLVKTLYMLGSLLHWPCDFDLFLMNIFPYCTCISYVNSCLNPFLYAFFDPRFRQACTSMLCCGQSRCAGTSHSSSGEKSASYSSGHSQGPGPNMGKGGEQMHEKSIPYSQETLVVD
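system = engineered CHO-K1 APJ arrestin reporter cells | input = 1000 cells per well | timing = overnight seeding, 90 min compound at 25 °C, 1 h detection | measured by = enzyme-fragment complementation luminescence | read-out = beta-arrestin recruitment to APJ as agonist activity, luminescent signal | control set = negative DMSO alone, positive Apelin-13 at 10 nM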
MIN6 prolif – inducers of MIN6 beta-cell proliferation, primary screen, ATP luminescence, uHTS | proliferation, % at 10 µM | MIN6 cells proliferation, ATPlite luminescence, 48 h; cells starved in 0.2% serum; 100% = growth in 10% serum | 0.29% of 330,000 active | AID 2380, 2010;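 active = compounds whose signal lies at least 3.5 SD above the mean of all wells on their plate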;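 also: 0% = DMSO-treated cells in low-serum medium and 100% = 10% serum control; some compounds called inactive have numbers as strong as hits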
MPTP inh – mitochondrial permeability transition pore inhibitors, primary screen, biochemical, isolated mouse mitochondria, absorbance | Ca2+ swelling absorbance, 30 min | inhibition, % at 10 µM | 1.4% of 360,000 active | AID 602449, 2012;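 active = inhibition of 50% or more, scaled per plate between neutral and stimulator controls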;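 also: 0% = DMSO wells given calcium and 100% = 1 mM EGTA wells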
NR3A LBD binder – binders of NR3A ligand-binding domain, primary screen, biophysical, differential scanning fluorimetry, uHTS | Glutamate receptor ionotropic, NMDA 3A (GRIN3A) ligand-binding domain | NR3A LBD differential scanning fluorimetry, Tm shift; 0% = protein alone, 100% = glycine-bound protein | Tm shift relative to glycine control, % at 25 µM | 2.5% of 340,000 active | AID 1259313, 2017;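 active = melting temperature shift of at least 10% of the positive control shift, at one fixed dose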
NLRP3 yeast inh – NALP3 inflammasome inhibitors in reconstituted yeast, primary screen, luminescence, uHTS. Yeast reconstituted NLRP3/ASC/caspase-1, beta-gal luminescence, 24 h. inhibition, % at 10 µM. 0.39% of 330,000 active. AID 2825, 2010;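 active = inhibition of 50% or more; inactive = inhibition below 50%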;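 also: plate controls were induced DMSO wells for no effect and uninduced yeast grown without galactose for full effect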
APJ antag – antagonists of human apelin receptor APJ, primary screen, CHO-K1 cells, beta-arrestin complementation, luminescence. P35414. inhibition, % at 20 µM. 0.32% of 330,000 active. AID 2521, 2010;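 active = inhibition above about 40% at 20 µM, limit read from the data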;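 also: cells challenged with 10 nM apelin-13 agonist together with compound; plate controls were apelin-13 plus DMSO wells for no effect and DMSO wells lacking apelin-13 for full effect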
tim23-1 inh – growth inhibitors of tim23-1 mutant yeast, primary screen, luminescence, uHTS. S. cerevisiae tim23-1 growth, BacTiter-Glo luminescence, 24 h. inhibition, % at 20 µM. 1.3% of 330,000 active. AID 463212, 2010;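 active = growth inhibition of the mutant yeast at or above 50%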;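 also: temperature-sensitive mutant grown at 25 °C; plate controls were DMSO-treated mutant yeast for no effect and medium wells lacking yeast for full effect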
TIM10 inh – growth inhibitors of isogenic TIM10 control yeast, primary screen, counter-screen for tim10-1 yeast inhibitor project, luminescence, uHTS. inhibition, % at 10 µM. S. cerevisiae TIM10 strain growth, BacTiter-Glo luminescence, 24 h. 1.4% of 330,000 active. AID 463195, 2010;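 active = inhibition of 40% or more at the single tested concentration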;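 also: wild-type TIM10 isogenic control strain grown at permissive 25 °C; 0% = DMSO yeast wells and 100% = minimal medium wells without yeast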
An asterisk follows results filed as active; · = not tested or not shown.

SMILES	tim10-1 inh	APJ agonist	MIN6 prolif	MPTP inh	NR3A LBD binder	NLRP3 yeast inh	APJ antag	tim23-1 inh	TIM10 inh
Cc1noc(C)c1S(=O)(=O)Nc1ccc(C(=O)NC2CCCCC2C)cc1 (stereo not drawn)	14	-3	0	0.4	-1	3	3	4	7
COc1ccc(OC)c(NC(=O)Cn2cc(C#N)c3ccccc32)c1	0	-1	-2	0.6	-3	11	8	12	8
CN1CCN(CC(O)COCCOc2ccc(Br)cc2)CC1 (stereo not drawn)	-1	2	2	1.4	-3	-2	-11	6	3
COCCn1c(N)c(C#N)c2nc3ccccc3nc21	14	-3	0	-0.8	-2	15	-15	13	4
CC(C)(C)NCCCCOc1ccc(F)cc1	15	0	1	1.6	1	0	16	13	15
O=C(Nc1nc(-c2cccnc2)cs1)c1ccc([N+](=O)[O-])cc1	12	2	-1	3.1	-3	21	-4	-5	-14
c1cnn(-c2cncc(-n3cccn3)n2)c1	10	-3	0	0.4	-2	-3	11	-15	5
CC1CN(Cc2nnc(-c3ccccc3)o2)CC(C)O1 (stereo not drawn)	11	0	1	5.6	1	0	-1	-2	11
O=C(Nc1ccnc(-c2cccnc2)n1)c1ccc(Cl)cc1	15	-4	5	-2.0	1	33	21	-11	-22
Cc1nc(-c2ccc(Cl)cc2)sc1C1(C)CC(c2ccc([N+](=O)[O-])cc2)=NO1 (stereo not drawn)	-20	5	-4	-0.2	-3	18	-9	-3	-3
COc1ccccc1C1C2C(=O)N(c3ccccc3)C(=O)C2ON1c1ccccc1 (stereo not drawn)	29	-1	-2	0.3	-1	-1	-1	30	16
COc1ccc(NC(=O)C2CCN(S(=O)(=O)c3ccc(N4CCCC4=O)cc3)CC2)cc1OC	-8	0	-3	1.2	-1	8	17	-5	-3
COc1cccc(NC(=O)CSc2nnnn2C(C)C)c1	4	-4	-1	-1.4	2	7	4	7	-9
Cn1c(=O)[nH]c(=O)c2c1nc(Br)n2C/C=N/NC(=O)c1ccccc1	-3	-3	-2	1.4	0	24	20	-14	4
CCCS(=O)(=O)N1CCCC(C(=O)NCc2ccc(C)cc2)C1 (stereo not drawn)	14	-4	4	1.4	1	7	10	6	6
CCOCCCNC(=O)c1cc(Nc2ccc(OC)cc2OC)nc2ccccc12	4	-3	0	-0.5	0	14	17	10	11
COc1ccc(-c2oc3ccc(-c4cc(OC)c(OC)c(OC)c4)cc3c2C(=O)c2ccc(OC)nc2)cc1	0	1	-3	0.7	-1	-8	-13	-5	-7
CCCc1ccc(-c2cc(C(=O)N3CCN(c4ccccn4)CC3)c3ccccc3n2)cc1	14	12	-7	0.9	2	9	0	20	15
CC(C)N(CCc1ccncc1)C(=O)Nc1ccc(F)cc1	3	-3	1	-0.4	-1	-12	11	1	-6
CN(C)CCNc1ncnc2c1sc1nc(N3CCOCC3)c3c(c12)CC(C)(C)SC3	18	-1	-6	-6.8	-3	15	24	18	29
COc1ccccc1NC(=O)CSCc1ccc([N+](=O)[O-])cc1	34	2	0	2.7	0	65*	7	38	50*
Cn1cnnc1SCC(=O)Nc1ccc(S(=O)(=O)N2CCOCC2)cc1	-4	-2	0	-1.8	1	0	-1	6	5
Fc1ccc(CSc2nncn2NCc2ccc3c(c2)OCO3)cc1	20	0	-1	3.0	-2	9	12	1	20
Cc1ccc(S(=O)(=O)N2CCOCC2)cc1NC(=O)COc1ccc2c(C)cc(=O)oc2c1	0	5	3	1.0	-1	12	1	5	4
CCN(CC)CCCN(Cc1cc2cc3c(cc2[nH]c1=O)OCO3)C(=O)Nc1ccccc1OC	19	-4	-4	-1.1	0	10	-7	2	10
COc1ccccc1NC(=O)N1C2CCCC1CC(NC(=O)c1ccccc1)C2 (stereo not drawn)	11	-3	3	3.8	-3	8	1	-1	2
CC1CCCC(C)N1S(=O)(=O)c1ccc(S(=O)(=O)NCc2ccccc2)cc1 (stereo not drawn)	1	3	-2	-0.5	1	-1	9	-1	1
Cc1ccc(NC(=O)CN2C(=O)NC3(CCc4ccccc43)C2=O)cc1 (stereo not drawn)	11	-3	0	0.4	-6	-3	-2	3	8
O=Cc1cn(CC(=O)Nc2ccc(F)cc2)c2ccccc12	-15	-3	-3	0.1	7	0	15	40	1
CCOC(=O)c1cnc2cc(C)nn2c1-c1ccccc1	11	-4	0	0.3	0	15	12	8	7
C=CCn1c(SCC(=O)NC2CCCCC2)nnc1-c1ccc(OC)cc1	26	0	-1	1.6	-1	0	3	6	-20
COc1cccc(C(=O)NCCSCc2c(F)cccc2Cl)c1	26	-2	-2	-0.5	-1	29	1	35	20
COn1c(SCc2ccc(Cl)cc2)nc2ccccc2c1=O	5	-4	-2	10	-8	6	11	8	-2
Cc1csc(=O)n1CCC(=O)NCc1ccc(F)cc1	8	-5	-3	0.1	1	8	3	2	2
CCC(=O)N1CCc2cc(S(=O)(=O)NC(C(=O)N3CCN(c4ccc(F)cc4)CC3)C(C)C)ccc21 (stereo not drawn)	24	1	3	-2.2	1	12	7	19	-4
Nc1nc(Cl)cc(Nc2ccccc2Cl)n1	6	-3	0	0.4	9	16	6	9	7
CCCCN(CC)C(=O)c1ccc(Cl)cc1	2	1	1	-1.3	0	-18	-12	-2	-11
Cc1ccc(S(=O)(=O)N2CCN(C(=O)N3CCOCC3)C2C)cc1 (stereo not drawn)	17	0	4	-0.2	1	-10	-2	2	3
COCCCNc1ncnc2ccc(C)cc12	12	5	-2	-1.1	-1	1	8	8	11
CN(C)S(=O)(=O)c1ccc2c(c1)nc1n2CCC1	-2	-3	0	0.2	-2	14	3	6	-9

An excerpt from above in order of SMILES length, ascending:
SMILES	tim10-1 inh	APJ agonist	MIN6 prolif	MPTP inh	NR3A LBD binder	NLRP3 yeast inh	APJ antag	tim23-1 inh	TIM10 inh
Cc1csc(=O)n1CCC(=O)NCc1ccc(F)cc1	8	-5	-3	0.1	1	8	3	2	2
C=CCn1c(SCC(=O)NC2CCCCC2)nnc1-c1ccc(OC)cc1	26	0	-1	1.6	-1	0	3	6	-20
Cc1ccc(NC(=O)CN2C(=O)NC3(CCc4ccccc43)C2=O)cc1 (stereo not drawn)	11	-3	0	0.4	-6	-3	-2	3	8

Next part:
SMILES	tim10-1 inh	APJ agonist	MIN6 prolif	MPTP inh	NR3A LBD binder	NLRP3 yeast inh	APJ antag	tim23-1 inh	TIM10 inh
Cc1ccccc1C(=O)N(Cc1cccs1)C1CCS(=O)(=O)C1 (stereo not drawn)	-6	-1	0	-0.9	-2	6	23	4	9
O=C(Nc1ccccc1F)c1ccc(CSc2ccccc2)o1	21	-3	0	-0.4	2	-16	9	-26	18
CNc1ccc(C2(O)C(=O)c3ccccc3C2=O)cc1	19	0	2	0.8	-1	1	3	7	-3
COC(=O)C1=C(N)c2c(F)cccc2C1(C#N)c1ccccc1 (stereo not drawn)	10	-4	2	-2.8	-1	4	-7	13	0
COc1ccc(-c2cc(C(=O)N3CCN(c4ncccn4)CC3)c3ccccc3n2)c(OC)c1	66*	-1	0	0.1	-1	24	-7	51*	59*
O=C(/C=C/c1ccccc1[N+](=O)[O-])NCc1ccccc1Cl	11	-2	2	-0.2	-3	11	-16	19	-9
COc1cccc(-c2nnc(SCc3ccc(C#N)cc3)n2Cc2ccco2)c1	18	-6	-1	-2.5	-2	24	9	31	8
C[C@H]1CC[C@@]2(O[C@@H](CCO)C[C@@H](O)[C@@H]2O)O1	-13	6	-2	-0.3	4	20	24	6	1
CCN1CCN(C(=O)c2sc3ncnc(N4CCc5ccccc5C4)c3c2C)CC1	15	-5	2	0.3	-2	15	1	9	7
COc1ccc2cc(C#N)c(N3CCOCC3)nc2c1	-10	0	-3	0.2	1	29	-16	-3	-13
Cc1cccc(Nc2ncnc3onc(-c4cccc(Cl)c4)c23)c1	-4	16	-1	1.4	-4	9	-25	6	-19
O=c1[nH]c2cc3c(cc2cc1CN(Cc1nnnn1CC1CCCO1)C1CCCCC1)OCO3 (stereo not drawn)	3	-1	-3	-4.9	-1	17	13	21	-2
CCOC(=O)c1cc(-c2ccccc2)sc1NC(=O)C(C)N1C(=O)NC(C)(c2ccc(Cl)cc2)C1=O (stereo not drawn)	33	9	-4	0.1	5	9	-50	10	10
[O-][n+]1c2c(nn1-c1ccc(Cl)c(Cl)c1)-c1nonc1CC2	5	-3	-1	-2.2	-2	16	-5	5	11
CC(=O)Nc1cc(C(C)(C)C)c(O)c(C(C)(C)C)c1	8	2	-1	0.8	1	-4	-12	3	14
Cc1nn(C)c(=O)n1-c1ccc(Oc2ccccc2)cc1	13	-4	-2	1.7	-2	16	4	5	-24
O=C(COC(=O)c1cccc(NS(=O)(=O)/C=C/c2ccccc2)c1)Nc1ccccc1OC(F)F	23	-4	-2	6.3	19*	8	10	20	14
COc1ccc([C@H]2Oc3cc(O)cc(O)c3C(=O)C2[C@@H]2C(=O)c3c(O)cc(O)cc3O[C@@H]2c2ccc(OC)cc2)cc1 (stereo partly drawn)	49*	-1	-7	·	28*	3	6	60*	15
Clc1cc(Cl)c(Cl)cc1Cl	5	0	0	-0.3	0	7	12	23	0
O=C(COC(=O)c1ccc(O)cc1O)c1ccc2c(c1)OCCO2	-54	-3	-3	0.5	-6	-5	1	59*	16

Continued (two carried over from the part before).
SMILES	tim10-1 inh	APJ agonist	MIN6 prolif	MPTP inh	NR3A LBD binder	NLRP3 yeast inh	APJ antag	tim23-1 inh	TIM10 inh
Clc1cc(Cl)c(Cl)cc1Cl	5	0	0	-0.3	0	7	12	23	0
O=C(COC(=O)c1ccc(O)cc1O)c1ccc2c(c1)OCCO2	-54	-3	-3	0.5	-6	-5	1	59*	16
COc1ccccc1OCC(=O)Nc1ccc2c(c1)n(C)c(=O)n2C	9	-2	-1	1.0	0	-2	-8	6	7
CC1(C)CC2(CC(C)(C)NC(=O)N2)NC(=O)N1	17	-5	-5	-1.6	-1	11	-19	8	6
O=S1(=O)CCOC[C@H](CC2CCCCC2)N1Cc1ccc(F)cc1	8	1	-2	-0.3	-1	17	13	31	-3
CCOC(=O)c1ccccc1NC(=O)C1CCN(c2ncnc3sc(C)c(C)c23)CC1	15	-2	-7	1.7	1	15	10	7	10
COc1ccc(/C=N/n2cc(-c3ccc(OC)cc3)nc2N)cc1	-50	0	-4	-2.3	-8	26	9	22	-37
Cc1cccc(COCC(Cc2ccccc2)N2CCN(C(=O)c3ccc(C(F)(F)F)cc3)CCC2=O)c1 (stereo not drawn)	28	-4	-9	0.1	-21	17	10	29	18
N#Cc1cc2c(nc1S(=O)(=O)Cc1ccccc1)CCCC2	19	-3	-2	-0.7	1	-6	-2	19	-7
CCOc1nc2cnccc2n(CC(=O)Nc2cccc(C)c2)c1=O	19	-1	-1	-1.5	1	7	24	5	-4
O=C(Nc1nc2c(s1)CCCC2)c1ccc2ncsc2c1	25	-3	-2	0.6	-2	44	-56	33	21
Cn1c(SCc2cc(=O)[nH]c3ccccc23)nnc1-c1ccco1	17	-1	-1	-1.5	-1	-6	23	-2	-7
Cc1ccc(NC(=O)CN(C)C(=O)CSc2nc3ccccc3c(=O)n2CCO)cc1	-16	4	-3	-1.2	1	-15	-29	-4	-6
